Assay outcomes deposited in PubChem BioAssay by several laboratories.
Scp-1 inhibitor: blocks human Scp-1 phosphatase activity; AID 493091; actives 0.88% (n = 340,000); Q9GZU7; inhibition, % at 20 µM; Recombinant Scp1, phosphopeptide, malachite green phosphate absorbance;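 active = inhibition above about 50% at 20 µM, limit read from the data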;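 note: plate controls were DMSO wells with enzyme for no effect and wells lacking enzyme for full effect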
Target sequence (Q9GZU7 76-261 limits assumed): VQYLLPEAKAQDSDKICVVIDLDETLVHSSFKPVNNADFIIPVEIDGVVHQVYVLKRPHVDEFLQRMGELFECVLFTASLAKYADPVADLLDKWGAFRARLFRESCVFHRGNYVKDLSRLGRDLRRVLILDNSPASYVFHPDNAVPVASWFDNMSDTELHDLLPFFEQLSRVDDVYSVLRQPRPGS
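Times: enzyme reaction 45 min at room temperature, colour 5 min, stabilisation 30 min. Material: SCP-1 catalytic fragment, aa 76-261. Medium: Acidic Tris acetate buffer with magnesium and detergent. Signal: colorimetric free-phosphate detection, absorbance 630 nm. Read-out basis: % inhibition of SCP-1 phosphate liberation. Reagent: Phosphorylated 17-residue peptide substrate.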
E coli Lon inh: E. coli protease La inhibition | inhibition, % at 7.94 µM | P0A9M0 | purified E. coli Lon protease, fluorescence polarization | AID 602123 | actives 0.42% (n = 360,000); in the data active = inhibition above about 13%, passing the limit was not always enough;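 note: 0% = enzyme with probe and DMSO and 100% = no enzyme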
MsrA act: activators of bovine methionine sulfoxide reductase A; purified bovine MsrA, absorbance read-out; activation, % at 10.6 µM; actives 0.3% (n = 360,000); AID 602163; in the data active = activation above about 7.5%;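 note: 0% = vehicle and 100% = reference activator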
MsrA inh: inhibitors of bovine MsrA | purified bovine MsrA, absorbance read-out | inhibition, % at 15.5 µM | actives 0.75% (n = 360,000) | AID 651718; in the data active = inhibition above about 4.5%;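 note: 0% = vehicle wells with enzyme and 100% = reference inhibitor wells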
TbMetRS inhib: Trypanosoma brucei MetRS inhibition; purified T. brucei MetRS, ATP depletion, Kinase-Glo luminescence; inhibition, % at 11.9 µM; actives 0.4% (n = 360,000); AID 624268;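 active = inhibition above a per-plate cutoff of the control wells' mean inhibition plus 3 SD, cut at about 5.5% in these data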;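 note: 0% = DMSO wells median and 100% = median of wells with control inhibitor compound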
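Assay system: T. brucei methionyl-tRNA synthetase, purified | Medium: HEPES buffer with MgCl2, KCl, DTT, spermine, BSA, pyrophosphatase | Compound: 11.9 µM single point | Incubation: 15 min enzyme-compound preincubation, 2 h reaction, 10 min detection, 25 °C | Measured by: Kinase-Glo luciferase luminescence reporting remaining unconsumed ATP | Measure: % inhibition normalized to control-well medians | Replication: Singlicate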
DNMT1 block: inhibitors of human DNMT1; inhibition (reported as % activation of signal), % at 10 µM; actives 0.83% (n = 360,000); DNMT1 molecular beacon, Hinp1I cleavage, fluorescence; P26358; in the data active = inhibition above about 50%
STEP block: STEP (human) phosphatase inhibition. P54829. recombinant STEP, OMFP fluorogenic substrate, fluorescence. inhibition, % at 20 µM. actives 0.25% (n = 360,000);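 active = inhibition at 20 µM, scaled per plate between control wells, above about 37%, limit read from the data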;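 note: 0% = DMSO with enzyme and substrate and 100% = substrate only without enzyme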
Target sequence (P54829 whole entry, looked up): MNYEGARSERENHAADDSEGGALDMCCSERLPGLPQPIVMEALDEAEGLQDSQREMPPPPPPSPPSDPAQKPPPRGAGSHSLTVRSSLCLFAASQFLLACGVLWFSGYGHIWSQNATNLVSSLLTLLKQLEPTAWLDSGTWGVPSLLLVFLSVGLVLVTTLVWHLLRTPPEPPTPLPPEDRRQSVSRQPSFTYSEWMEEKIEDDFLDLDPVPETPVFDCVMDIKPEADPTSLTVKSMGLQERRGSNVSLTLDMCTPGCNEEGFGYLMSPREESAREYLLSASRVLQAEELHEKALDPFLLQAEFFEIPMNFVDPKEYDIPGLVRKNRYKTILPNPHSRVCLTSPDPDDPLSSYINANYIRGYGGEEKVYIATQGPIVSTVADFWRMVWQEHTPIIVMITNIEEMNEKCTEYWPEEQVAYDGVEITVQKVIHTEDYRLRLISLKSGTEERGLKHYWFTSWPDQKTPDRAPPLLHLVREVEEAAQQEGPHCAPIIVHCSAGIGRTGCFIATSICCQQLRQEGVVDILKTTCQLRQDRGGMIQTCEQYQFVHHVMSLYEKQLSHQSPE
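Material: STEP (striatal-enriched tyrosine phosphatase) enzyme, cell-free; Compound dosing: 20 µM single dose in 1% DMSO; Technique: fluorescence read at 480 nm ex / 540 nm em; Times: reaction 20 min, ambient temperature; Medium: 50 mM Bis-Tris pH 6.0 with 2.5 mM DTT and 0.005% Tween 20; Also added: OMFP at 25 µM.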
SUMO1 PPI mod: alters human SUMO1 binding to SIM partners; SUMO1 binding to a labelled peptide, TR-FRET, 1 h; actives 0.33% (n = 360,000); inhibition, % at 20 µM; AID 602429; P63165; in the data active = inhibition above about 37%
Target sequence (P63165 whole entry, looked up): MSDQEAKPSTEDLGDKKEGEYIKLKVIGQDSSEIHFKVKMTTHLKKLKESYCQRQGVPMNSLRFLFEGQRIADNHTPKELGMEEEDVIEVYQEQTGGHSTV
CendR NRP1 mod: modulators of CendR peptide binding to human neuropilin-1; O14786; FAM-RPARPAR peptide binding to NRP-1, fluorescence polarization; inhibition, % at 25 µM; actives 0.85% (n = 360,000); AID 602438;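 active = inhibition or corrected inhibition above about 18%, plus a signal ratio from 0.5 to 1.5, limit read from the data, passing the limit was not always enough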; note: strong numbers were not always called active
LMPTP block: LMPTP (human) inhibition; P24666; inhibition, % at 20 µM; actives 0.22% (n = 360,000); recombinant LMPTP-A, OMFP fluorogenic substrate, fluorescence intensity; AID 651560;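 active = compounds that cut the enzyme signal by at least half of the control window in the single-dose screen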;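 note: plate controls were DMSO wells with enzyme plus substrate for no effect and substrate without enzyme for full effect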
Target sequence (P24666 whole entry, looked up): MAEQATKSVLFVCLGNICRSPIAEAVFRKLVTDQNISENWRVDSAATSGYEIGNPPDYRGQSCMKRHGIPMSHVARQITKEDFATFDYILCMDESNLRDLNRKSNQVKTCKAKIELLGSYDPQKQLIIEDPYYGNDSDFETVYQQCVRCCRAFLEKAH
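Test system: LMPTP-A phosphatase enzyme; input: 0.625 nM LMPTP-A final; reagent: OMFP substrate, 400 µM final; compound dosing: 20 µM single dose, 3% DMSO; incubation: 50 min dark incubation at room temperature; measured by: endpoint fluorescence intensity from OMFP dephosphorylation; measure: % inhibition relative to no-enzyme and uninhibited control wells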
An asterisk follows results filed as active.

O=C(COC(=O)/C=C/c1ccc(OC(F)F)cc1)NC1CCCCC1 was read as Scp-1 inhibitor -3, E coli Lon inh -6, MsrA act -3, MsrA inh -0.7, TbMetRS inhib -0.2, DNMT1 block 6, STEP block 0, SUMO1 PPI mod -2, CendR NRP1 mod -8 and LMPTP block -0.6.
For COC(=O)c1cc(=O)n(Cc2cccs2)c(=Nc2ccc(F)cc2)s1 the results were Scp-1 inhibitor -16, E coli Lon inh -6, MsrA act -3, MsrA inh 1.7, TbMetRS inhib -0.3, DNMT1 block -2, STEP block 1, SUMO1 PPI mod -1, CendR NRP1 mod 1 and LMPTP block 1.3.
For CCCC(C)NC(=O)C1CC(=O)N(CCc2ccc(F)cc2)C1 (stereo unspecified) the results were Scp-1 inhibitor -12, E coli Lon inh -4, MsrA act -2, MsrA inh 0.1, TbMetRS inhib -0.5, DNMT1 block -1, STEP block -1, SUMO1 PPI mod -2, CendR NRP1 mod -7 and LMPTP block -1.8.
For O=C(O)c1ccc(NS(=O)(=O)c2cccc(C(=O)Nc3ccc([N+](=O)[O-])cc3)c2)cc1 the results were Scp-1 inhibitor -2, E coli Lon inh -11, MsrA act -4, MsrA inh 2.1, TbMetRS inhib 1.1, DNMT1 block -4, STEP block -1, SUMO1 PPI mod -6, CendR NRP1 mod 10 and LMPTP block -0.5.
`COc1cccc(C(C(=O)NC(C)(C)C)N(Cc2ccc(F)cc2)C(=O)CCC(=O)Nc2cc(C)on2)c1OC` (stereo unspecified) gave Scp-1 inhibitor -5, E coli Lon inh -2, MsrA act -1, MsrA inh 0.9, TbMetRS inhib -0.3, DNMT1 block 1, STEP block 1, SUMO1 PPI mod 5, CendR NRP1 mod 0 and LMPTP block -2.1.
`C(=N\n1cnnc1)/C1CCCCC1` gave Scp-1 inhibitor -7, E coli Lon inh -6, MsrA act -6, MsrA inh -0.3, TbMetRS inhib -1.0, DNMT1 block 2, STEP block -5, SUMO1 PPI mod -1, CendR NRP1 mod 4 and LMPTP block -0.5.
`O=C(C[C@@H]1C/C=C\CCC(=O)O[C@H](c2ccccc2)CNC1=O)N[C@H](CO)Cc1ccccc1` gave Scp-1 inhibitor -8, E coli Lon inh -2, MsrA act -2, MsrA inh 1.6, TbMetRS inhib -0.3, DNMT1 block 4, STEP block -4, SUMO1 PPI mod 0, CendR NRP1 mod -4 and LMPTP block 0.9.
For O=C(CCCN1C(=O)/C(=C/c2ccccc2Cl)SC1=S)NNC(=O)c1ccncc1 the results were Scp-1 inhibitor 0, E coli Lon inh -8, MsrA act -3, MsrA inh 0.1, TbMetRS inhib 0.1, DNMT1 block 3, STEP block 2, SUMO1 PPI mod -18, CendR NRP1 mod 2 and LMPTP block 1.1.
`Cc1ccsc1CNC1C2CC3CC(C2)CC1C3` (stereo unspecified) gave Scp-1 inhibitor -6, E coli Lon inh 4, MsrA act -4, MsrA inh 0.0, TbMetRS inhib -0.6, DNMT1 block -1, STEP block 4, SUMO1 PPI mod 7, CendR NRP1 mod -6 and LMPTP block -1.0.
CCCCN(C(=O)CSc1nnc(-c2ccc(Cl)cc2)o1)c1c(N)n(CC(C)C)c(=O)[nH]c1=O was read as Scp-1 inhibitor -2, E coli Lon inh -7, MsrA act -11, MsrA inh -1.2, TbMetRS inhib 0.3, DNMT1 block 29, STEP block -11, SUMO1 PPI mod 5, CendR NRP1 mod 2 and LMPTP block -11.
`C/C(=N\NC(=O)c1ccc(CSc2nncn2C)cc1)c1ccc(C#N)cc1` gave Scp-1 inhibitor -4, E coli Lon inh -11, MsrA act -5, MsrA inh -2.0, TbMetRS inhib -0.5, DNMT1 block 2, STEP block -10, SUMO1 PPI mod -2, CendR NRP1 mod -3 and LMPTP block -1.4.
For COc1ccc(CC(=O)NCC(=O)N/N=C/c2cc(Br)ccc2OC)cc1 the results were Scp-1 inhibitor -10, E coli Lon inh 2, MsrA act 3, MsrA inh 0.5, TbMetRS inhib 0.1, DNMT1 block -2, STEP block 0, SUMO1 PPI mod 13, CendR NRP1 mod 0 and LMPTP block 0.8.
For COc1ccccc1C1C(C(=O)c2ccc(C)o2)=C(O)C(=O)N1c1cc(C)on1 (stereo unspecified) the results were Scp-1 inhibitor -10, E coli Lon inh 1, MsrA act -4, MsrA inh 1.8, TbMetRS inhib 0.2, DNMT1 block 2, STEP block 0, SUMO1 PPI mod -10, CendR NRP1 mod 12 and LMPTP block 0.0.
O=C1NC(=S)N/C1=C/c1cc([N+](=O)[O-])ccc1O was read as Scp-1 inhibitor 12, E coli Lon inh -11, MsrA act -1, MsrA inh 3.0, TbMetRS inhib -0.1, DNMT1 block 0, STEP block 7, SUMO1 PPI mod -2, CendR NRP1 mod -48 and LMPTP block 2.6.
Screening O=C(Cc1ccccc1)N1CCNCC1 returned Scp-1 inhibitor -9, E coli Lon inh -9, MsrA act -2, MsrA inh 1.2, TbMetRS inhib 0.7, DNMT1 block 11, STEP block 0, SUMO1 PPI mod 2, CendR NRP1 mod -6 and LMPTP block -3.3.
COc1cccc(/C=N/NC(=O)c2ccccc2)c1OS(=O)(=O)c1ccccc1 was read as Scp-1 inhibitor -8, E coli Lon inh -2, MsrA act -1, MsrA inh 0.3, TbMetRS inhib -0.1, DNMT1 block -3, STEP block -3, SUMO1 PPI mod -5, CendR NRP1 mod 1 and LMPTP block -0.7.
`C[n+]1cccc(C(=O)N/N=C/c2ccc3c(c2)OCO3)c1` gave Scp-1 inhibitor 50*, E coli Lon inh 6, MsrA act -3, MsrA inh 1.7, TbMetRS inhib 0.0, DNMT1 block 0, STEP block 1, SUMO1 PPI mod -19, CendR NRP1 mod 10 and LMPTP block -0.1.
`CCOC(=O)Cc1csc(NC(=O)CCSc2ccccc2)n1` gave Scp-1 inhibitor 37, E coli Lon inh -8, MsrA act -3, MsrA inh 1.1, TbMetRS inhib -0.5, DNMT1 block -2, STEP block -3, SUMO1 PPI mod 1, CendR NRP1 mod 5 and LMPTP block -0.5.
Screening CN1CCN(C(=O)c2cccn(Cc3cccc(Cl)c3)c2=O)CC1 returned Scp-1 inhibitor -10, E coli Lon inh -7, MsrA act 0, MsrA inh 0.0, TbMetRS inhib -0.6, DNMT1 block 0, STEP block -2, SUMO1 PPI mod 2, CendR NRP1 mod 4 and LMPTP block -2.2.
Screening Cc1c(C(N)=O)sc2ncn(CC(=O)NCCc3ccccc3)c(=O)c12 returned Scp-1 inhibitor -6, E coli Lon inh 2, MsrA act -4, MsrA inh 1.1, TbMetRS inhib -0.7, DNMT1 block 0, STEP block -2, SUMO1 PPI mod 1, CendR NRP1 mod 1 and LMPTP block -1.6.

In the list so far, these have an aryl methoxy group:
`COc1cccc(C(C(=O)NC(C)(C)C)N(Cc2ccc(F)cc2)C(=O)CCC(=O)Nc2cc(C)on2)c1OC` (stereo unspecified) gave Scp-1 inhibitor -5, E coli Lon inh -2, MsrA act -1, MsrA inh 0.9, TbMetRS inhib -0.3, DNMT1 block 1, STEP block 1, SUMO1 PPI mod 5, CendR NRP1 mod 0 and LMPTP block -2.1.
For COc1ccc(CC(=O)NCC(=O)N/N=C/c2cc(Br)ccc2OC)cc1 the results were Scp-1 inhibitor -10, E coli Lon inh 2, MsrA act 3, MsrA inh 0.5, TbMetRS inhib 0.1, DNMT1 block -2, STEP block 0, SUMO1 PPI mod 13, CendR NRP1 mod 0 and LMPTP block 0.8.
For COc1ccccc1C1C(C(=O)c2ccc(C)o2)=C(O)C(=O)N1c1cc(C)on1 (stereo unspecified) the results were Scp-1 inhibitor -10, E coli Lon inh 1, MsrA act -4, MsrA inh 1.8, TbMetRS inhib 0.2, DNMT1 block 2, STEP block 0, SUMO1 PPI mod -10, CendR NRP1 mod 12 and LMPTP block 0.0.
COc1cccc(/C=N/NC(=O)c2ccccc2)c1OS(=O)(=O)c1ccccc1 was read as Scp-1 inhibitor -8, E coli Lon inh -2, MsrA act -1, MsrA inh 0.3, TbMetRS inhib -0.1, DNMT1 block -3, STEP block -3, SUMO1 PPI mod -5, CendR NRP1 mod 1 and LMPTP block -0.7.

Carrying on:
`CCOc1ccc(NC(=O)COc2ccc3c(c2)OCO3)cc1` gave Scp-1 inhibitor -7, E coli Lon inh 1, MsrA act -2, MsrA inh 0.4, TbMetRS inhib -0.1, DNMT1 block -2, STEP block 2, SUMO1 PPI mod 3, CendR NRP1 mod -1 and LMPTP block -1.1.
Screening Cc1cccc(C(=O)NCC(=O)OC(C)C(=O)Nc2ccc(Cl)cn2)c1 (stereo unspecified) returned Scp-1 inhibitor -2, E coli Lon inh -8, MsrA act 0, MsrA inh -0.2, TbMetRS inhib 0.0, DNMT1 block 5, STEP block -2, SUMO1 PPI mod -2, CendR NRP1 mod 14 and LMPTP block -0.3.
`CSc1ccccc1NC(=O)c1cnc2sc(C)cn2c1=O` gave Scp-1 inhibitor -4, E coli Lon inh -2, MsrA act -6, MsrA inh 0.4, TbMetRS inhib -0.4, DNMT1 block 2, STEP block 1, SUMO1 PPI mod 2, CendR NRP1 mod -1 and LMPTP block 0.0.
Screening Cc1ccc(O)c(/C=N/NC(=O)c2[nH]ncc2Br)c1 returned Scp-1 inhibitor -4, E coli Lon inh 1, MsrA act -6, MsrA inh -0.6, TbMetRS inhib -0.8, DNMT1 block 3, STEP block 2, SUMO1 PPI mod 3, CendR NRP1 mod -4 and LMPTP block -1.7.
Cc1cc(C(=O)N/N=C/c2ccc([N+](=O)[O-])s2)c2ccccc2n1 was read as Scp-1 inhibitor -2, E coli Lon inh -10, MsrA act 4, MsrA inh 3.9, TbMetRS inhib 0.1, DNMT1 block -10, STEP block -2, SUMO1 PPI mod -37, CendR NRP1 mod 8 and LMPTP block 1.1.
Screening O=C(NCC1CCCCC1)c1cc(S(=O)(=O)N2CCOCC2)ccc1F returned Scp-1 inhibitor -6, E coli Lon inh -15, MsrA act -2, MsrA inh 0.9, TbMetRS inhib -0.2, DNMT1 block 2, STEP block -3, SUMO1 PPI mod -4, CendR NRP1 mod -11 and LMPTP block -0.8.
O=C(CC(C(=O)O)c1ccc(F)cc1)c1ccc(Cl)cc1 (stereo unspecified) was read as Scp-1 inhibitor -9, E coli Lon inh 0, MsrA act -4, MsrA inh 1.8, TbMetRS inhib -1.1, DNMT1 block 2, STEP block -5, SUMO1 PPI mod 2, CendR NRP1 mod -3 and LMPTP block -0.5.
For Cc1ccc(C2OCC(C)([N+](=O)[O-])CO2)cc1 (stereo unspecified) the results were Scp-1 inhibitor -10, E coli Lon inh 3, MsrA act -5, MsrA inh 0.7, TbMetRS inhib -0.4, DNMT1 block 3, STEP block -2, SUMO1 PPI mod -1, CendR NRP1 mod 16 and LMPTP block 0.3.
